Screening results deposited in PubChem by several laboratories.
NOD2-RIPK2 inh: NOD2-RIPK2 protein interaction inhibition; CHO BLA complementation NOD2-RIPK2, CCF4 ratio; AID 624267; inhibition, % at 4.98 µM; O43353; actives 0.38% (n = 360,000); in the data active = inhibition above about 21%;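 note: 0% = vehicle only and 100% = reference blocker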
aDG glyco act: increases alpha dystroglycan glycosylation | Pro5-aDG cells, alpha-DG glycosylation AlphaScreen (IIH6); 0% Pro5, 100% B10-LARGE cell signal | activation, % at 10 µM | AID 624168 | actives 0.22% (n = 360,000);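 active = activation of at least 8% versus controls, or a plate z-score of at least 8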;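 note: Pro5 are CHO cells carrying HIG-tagged alpha-DG that lacks glycosylation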
MC4R barr agon: agonists of human melanocortin 4 receptor (MC4R) beta-arrestin | U2OS MC4R beta-arrestin complementation, luminescence; percent of melanotan II response, DMSO zero | P32245 | actives 0.98% (n = 360,000) | activation, % at 8.9 µM;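 active = activation above a per-plate cutoff, the mean activation of sample wells on that plate plus 3 SD, cut at about 8% in these data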
ABHD5-PLIN5 inh: inhibitors of human ABHD5-perilipin-5 interaction; inhibition, % at 4 µM; Q00G26+Q8WTS1; Split G. princeps luciferase complementation, luminescence, 4 h; AID 602281; actives 0.78% (n = 360,000);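 active = inhibition above the mean inhibition across every tested compound plus 3 SD, cut at about 22% in these data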;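 note: 0% = DMSO only wells and the 100% control is not disclosed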
Target sequence (Q00G26 whole entry, looked up): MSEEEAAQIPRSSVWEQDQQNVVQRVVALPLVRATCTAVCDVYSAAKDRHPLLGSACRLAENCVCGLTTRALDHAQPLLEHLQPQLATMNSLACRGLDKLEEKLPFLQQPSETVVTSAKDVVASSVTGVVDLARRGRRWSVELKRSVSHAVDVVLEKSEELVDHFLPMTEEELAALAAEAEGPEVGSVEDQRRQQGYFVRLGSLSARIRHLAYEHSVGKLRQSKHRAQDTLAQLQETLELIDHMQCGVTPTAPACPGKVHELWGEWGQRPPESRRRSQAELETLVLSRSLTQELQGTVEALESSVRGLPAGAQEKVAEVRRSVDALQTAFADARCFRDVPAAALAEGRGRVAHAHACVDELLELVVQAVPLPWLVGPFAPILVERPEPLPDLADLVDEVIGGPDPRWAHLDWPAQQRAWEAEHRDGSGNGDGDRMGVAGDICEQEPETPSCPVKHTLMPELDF
Target sequence (Q8WTS1 whole entry, looked up): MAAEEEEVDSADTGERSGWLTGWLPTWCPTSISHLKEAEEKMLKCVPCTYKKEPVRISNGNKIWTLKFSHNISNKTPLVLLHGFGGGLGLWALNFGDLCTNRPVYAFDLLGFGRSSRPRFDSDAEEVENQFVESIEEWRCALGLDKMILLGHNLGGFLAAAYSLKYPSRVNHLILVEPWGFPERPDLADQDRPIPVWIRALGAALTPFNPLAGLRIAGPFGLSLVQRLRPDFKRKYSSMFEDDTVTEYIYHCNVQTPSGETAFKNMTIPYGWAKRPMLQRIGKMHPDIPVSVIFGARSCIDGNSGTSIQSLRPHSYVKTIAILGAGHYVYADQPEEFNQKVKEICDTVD
ABCB6 inh MLPCN: blocks the human ABCB6 transporter. Q9NP58. K562-ABCB6 porphyrin accumulation, flow cytometry, 1 h; active compounds read low. fluorescence ratio to DMSO, % at 10 µM. actives 0.19% (n = 360,000). AID 602162;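 active = fluorescence ratio to DMSO below 75%, the collection mean minus 3 SD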;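 note: signal is porphyrin accumulated inside mitochondria; 100% equals median channel fluorescence of DMSO control wells; lower ratio means ABCB6 inhibition with less porphyrin fluorescence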
TLR9-MyD88 block: inhibitors of human TLR9-MyD88 binding | Q9NR96+Q99836 | CHO BLA complementation TLR9-MyD88, CCF4 FRET ratio | inhibition, % at 4.98 µM | actives 0.21% (n = 340,000);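 active = inhibition above the mean over all tested compounds plus 3 SD, cut at about 21% in these data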;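 note: 0% = DMSO only wells and 100% = clavulanate BLA inhibitor control wells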
Exocytosis inh: blocks lytic granule exocytosis; TALL-104 LAMP-1 surface exposure, flow cytometry; cells stimulated with thapsigargin and PMA; inhibition, % at 10 µM; actives 0.66% (n = 360,000);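 active = inhibition above about 55%, limit read from the data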
Glyco luc inh: blocks N-linked glycosylation in D54 reporter cells. D54 ERlucT glycosylation luciferase reporter, 24 h; percent of 100 nM tunicamycin response. reporter increase, % at 12.5 µM. actives 0.23% (n = 360,000). AID 588692;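 active = mean luciferase reporter signal, scaled so untreated is 0 and the glycosylation-blocking control 100, at or above a set limit in every replicate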;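 note: luciferase carries N-glycosylation sites so blocking glycosylation raises the light; 0% = median of neutral control wells and 100% = median of 100 nM tunicamycin wells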
MC4R antag cAMP: blocks human MC4R cAMP signaling; inhibition, % at 6.5 µM; MC4R-expressing cells, MTII-stimulated cAMP, LANCE TR-FRET; actives 0.48% (n = 360,000);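 active = inhibition above its plate's cutoff, the mean of tested wells on that plate plus 3 SD, cut at about 29% in these data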;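 note: 0% = Melanotan II alone and 100% = Melanotan II plus saturating MCL0020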
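System – human MC4R-expressing U2OS cells · Also added – Melanotan II · Dosing – one concentration, 6.5 µM nominal · Timing – 30-min compound, 1-h challenge, 1-h detection, room temperature · Measured by – Eu-cAMP/anti-cAMP TR-FRET, emission 671 nm · Replicates – singlicate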
Vif imaging: HIV Vif inhibition | actives 0.35% (n = 340,000) | inhibition, % at 7.49 µM | AID 602346 | HEK293T cells, Vif self-association by quenched fluorescence, imaging, 24 h; in the data active = inhibition above about 50%, passing the limit was not always enough; note: some results filed as inactive read as strong as hits
* marks the source's active call; other numbers are inactive results; nt = not tested or not shown. These rows are one share of the data, so the mix of outcomes need not match the whole.

cpd	structure	NOD2-RIPK2 inh	aDG glyco act	MC4R barr agon	ABHD5-PLIN5 inh	ABCB6 inh MLPCN	TLR9-MyD88 block	Exocytosis inh	Glyco luc inh	MC4R antag cAMP	Vif imaging
1	Cc1cccc(-n2cc(-c3ccccc3)c3c(N4CCOCC4)ncnc32)c1	-1	0.3	-1.4	3	90	4	1	-9	7	-6
2	C[C@H](CO)N1C[C@H](C)[C@@H](CN(C)S(=O)(=O)c2ccc(F)cc2)Oc2ccc(NC(=O)Cc3cn(C)c4ccccc34)cc2C1=O	-8	0.0	0.3	8	99	-4	-2	2	0	nt
3	CCOc1ccc(NC(=S)Nc2ccc(Br)cc2Cl)cc1	-3	-0.1	-2.4	-4	100	-4	-5	-1	-7	5
4	CC(C)CN(C(=O)COC(=O)c1ccc2c(c1)NC(=O)CS2)C1CCS(=O)(=O)C1 (configuration not stated)	5	-0.3	1.1	-4	100	-4	0	0	19	36
5	O=C(Nc1cc(S(=O)(=O)N2CCOCC2)ccc1N1CCCCC1)c1ccc(Cl)cc1	-14	0.3	0.0	-4	98	-1	-5	-7	1	-1
6	Cn1c(-c2ccccc2)c(CCO)c2ccccc21	2	0.1	2.4	0	84	12	-2	0	-4	-21
7	CCC(=O)c1ccc(N2CCCC2)c(F)c1	-6	0.0	-1.7	7	109	-6	2	0	6	11
8	COc1ccccc1/C=C/C=N/N1CCN(Cc2cccc3ccccc23)CC1	-9	-0.8	-0.6	-6	102	-5	-4	-2	8	-2
9	COc1ccc(NC(=O)c2cc(SC)ccc2Cl)cc1	-3	0.4	-2.6	-3	104	-12	2	-3	4	5
10	CCOc1ccc(CCN2C(=O)C(=O)N([C@@H](Cc3ccccc3)CN3CCC[C@H]3CN3C(=O)C(=O)NC[C@@H]3Cc3ccccc3)C[C@@H]2Cc2ccccc2)cc1	-7	-0.2	nt	7	93	nt	2	nt	nt	nt
11	COc1ccc(-c2nnc3sc(CCN4C(=O)c5ccccc5C4=O)nn23)cc1	2	0.1	-1.8	2	91	11	7	5	6	7
12	O=C(Nc1cc(Cl)cc(Cl)c1)c1ccno1	2	0.2	-1.5	-2	99	-7	-11	3	17	-3
13	O=C(c1ccc(CS(=O)(=O)c2ccc(Br)cc2)o1)N1CCCC1	-10	-0.2	-1.4	-1	92	1	14	0	-11	-5
14	CC1=CC(C2CC(=O)N(c3ccccc3C)C2=O)CC2C(=O)N(c3ccccc3C)C(=O)C12 (configuration not stated)	-10	0.0	-1.4	1	93	13	-2	1	-1	1
15	NC(=O)CSc1nnc(-c2ccco2)n1-c1ccccc1	1	-0.1	-0.9	1	97	1	-6	1	25	3
16	CCSc1nnc(NC(=O)C(C)Sc2nc3ccccc3[nH]2)s1 (configuration not stated)	1	-0.2	1.5	2	101	-3	-2	3	-6	-3
17	CN(CC(=O)Nc1ccccc1Br)C(=O)CNC(=O)Cc1cccc2ccccc12	-6	-0.1	-2.5	-1	95	8	0	1	6	-9
18	CC(C)C(=O)NNC(=O)CSc1ncnc2c1cnn2-c1ccccc1Cl	-1	-0.1	-1.4	0	99	1	3	-1	-4	4
19	O=C(NCc1ccc(F)cc1)C(=O)c1cn(CC(=O)N2CCCC2)c2ccccc12	-10	-0.2	-2.3	-2	94	2	52	1	3	-2
20	COc1cccc(CN(C)C(=O)c2ccc(N3CCCC3)c([N+](=O)[O-])c2)c1	-19	0.1	-3.9	-5	96	3	-3	-1	-6	-4

cpd	structure	NOD2-RIPK2 inh	aDG glyco act	MC4R barr agon	ABHD5-PLIN5 inh	ABCB6 inh MLPCN	TLR9-MyD88 block	Exocytosis inh	Glyco luc inh	MC4R antag cAMP	Vif imaging
21	CCOC(=O)N1CCN(CC(O)COc2c(C)cc(C)cc2C)CC1 (configuration not stated)	-5	0.1	-1.0	-5	96	6	62*	1	2	30
22	CC(=O)N1c2ccc(S(=O)(=O)N3CCC(C(=O)Nc4cc(C)ccn4)CC3)cc2CC1C (configuration not stated)	5	-0.2	-0.1	-7	97	-10	-4	0	9	3
23	Cc1ccc(SCC(=O)NNC(=O)CCS(=O)(=O)c2ccccc2)cc1	-10	0.1	-0.6	-4	108	-14	-2	-1	4	-5
24	N#C/C(=C\c1cc([N+](=O)[O-])c(N2CCOCC2)cc1N1CCOCC1)c1nc2ccccc2[nH]1	-2	-0.6	-1.5	0	91	8	0	-2	-5	-8
25	C/C(=N/OC(=O)c1ccc(F)cc1)c1ccc(C)cc1	1	0.1	-1.3	-6	95	-11	4	3	-3	11
26	CCN(CC)CCNc1ccc(CO)c2sc3ccccc3c(=O)c12	-7	0.2	-0.9	10	100	-4	6	21	-1	6
27	COC(=O)[C@H](C)NC(=O)Nc1cccc(Br)c1	-2	-0.1	-2.2	-1	102	1	3	-1	4	-6
28	C[C@H](O)[C@@H]1C(=O)N2CCc3ccc(-c4ccccc4)cc3[C@@H]2C[C@@H]1N(C)C(=O)c1ccco1	-2	0.1	0.5	9	92	3	2	1	3	-3
29	Cc1cc(C)c2c(-n3cccc3)c(C(=O)NNS(=O)(=O)c3ccc(F)cc3)sc2n1	-3	-0.5	-2.0	-3	96	2	0	-1	-2	1
30	O=C(NCC1CC1)[C@@H]1C[C@H]1[C@@H](NP(=O)(c1ccccc1)c1ccccc1)c1ccccc1	-6	-0.1	-0.6	2	98	-6	3	3	1	-3
31	Cc1nonc1OCCNCc1c(C(=O)N(C)C)nc2ccc(Cl)cn12	-7	-0.5	0.3	-1	100	2	12	-1	22	7
32	O=C(c1ccco1)N1CCN(C23CC4CC(CC(C4)C2)C3)CC1	-1	0.0	-0.7	1	94	5	-7	4	-1	3
33	CC1(C)Cc2c(c(-c3ccco3)nc3sc4c(NCCO)ncnc4c23)CO1	0	-0.5	-2.8	5	88	-1	-1	-1	-12	-3
34	CC1=Cc2ccccc2C(C#N)N1C(=O)c1ccccc1 (configuration not stated)	3	0.1	-1.7	-5	90	0	2	3	-2	-5
35	CC(C)c1cn(CC[C@@H]2CC[C@@H](NC(=O)C3CCCCC3)[C@@H](CO)O2)nn1	-4	0.0	nt	-5	nt	nt	-3	nt	nt	nt
36	Cc1onc(-c2ccccc2)c1C(=O)OCC(=O)c1ccc[nH]1	-2	-0.1	-1.4	1	96	2	8	4	-2	-1
37	C=CCn1c(N)cc(=O)nc1SCC(=O)Nc1ccc(C(=O)OC)cc1	-3	-0.2	-3.1	0	107	-5	-18	4	20	-1
38	Cc1n[nH]c(C)c1CS(=O)(=O)c1ccccc1	6	-0.1	0.6	6	94	9	6	1	10	27
39	COc1ccccc1CNC(=O)CSc1nc(=O)n(Cc2ccncc2)c2c1CCC2	1	-0.1	0.0	1	100	-12	-4	-1	3	1
40	C[C@@]12C(=O)N(Cc3ccco3)CC(=O)N1[C@H]1c3ccccc3OC[C@@H]1[C@@H]2c1ccccc1	-2	0.2	-1.1	3	93	-7	-1	0	2	1

cpd	structure	NOD2-RIPK2 inh	aDG glyco act	MC4R barr agon	ABHD5-PLIN5 inh	ABCB6 inh MLPCN	TLR9-MyD88 block	Exocytosis inh	Glyco luc inh	MC4R antag cAMP	Vif imaging
41	CC(C)N1CCc2c(sc(NC(=O)c3ccco3)c2C(N)=O)C1	-5	1.6	-2.8	5	96	-4	9	-3	0	25
42	Cc1n[nH]c(C)c1S(=O)(=O)N1CCC(C(=O)Nc2cccc(F)c2)CC1	-6	-0.6	2.3	5	93	6	-1	3	-4	-8
43	CCCCC(=O)Nc1nnc(SCC(=O)N2CCN(c3ccccc3OC)CC2)s1	-4	0.3	-3.3	-1	98	-1	0	0	7	-3
44	O=C(CCc1nnc(Cc2ccc(-c3ccccc3)cc2)o1)NCCc1ccccn1	6	0.3	-2.3	1	99	-6	-2	1	6	-6
45	O=C(CSc1nnc(-c2ccc(O)cc2)o1)Nc1cccc(O)c1	-6	-0.1	-2.5	-4	97	2	-2	-6	-13	-3
46	O=C(c1ccccc1)c1ccc2ccccc2n1	-4	0.1	2.3	-14	95	-5	-3	nt	3	nt
47	Cc1ccc(NC(=O)CC(=O)Nc2ccc(C)c(C)c2)cc1C	-7	0.1	2.2	2	99	4	-2	4	0	5
48	C/C(Cc1ccccc1)=N\NC(=O)CNC(=O)c1ccc(Cl)cc1	1	0.0	-1.3	-5	96	-4	0	-1	6	-4
49	COc1ccc(C(C)=O)cc1CSc1nc(C)cc(C)n1	5	-0.5	0.3	2	100	-3	9	0	5	1
50	CC1CCN(C(=O)CCc2ccc(S(=O)(=O)NC(C)C)cc2)CC1	-7	-0.1	0.7	0	94	-7	-5	0	2	0
51	CCN(CC)C(=O)c1cc2cc([N+](=O)[O-])ccc2s1	-2	0.2	0.7	-6	103	2	-1	-3	10	8
52	CC(C)=CCc1cc(-c2oc3cc(O)cc(O)c3c(=O)c2O)ccc1O	-6	2.8	3.5	4	96	2	5	-3	-5	-14
53	Cc1ccc(CN2CCN(c3ccccc3)CC2)o1	-3	0.0	1.3	2	99	4	-4	-2	22	3
54	Cc1ccc(NC(=O)c2nc[nH]c2C(=O)NCCCCCCNC(=O)c2[nH]cnc2C(=O)Nc2ccc(C)cc2)cc1	1	0.0	-0.5	-4	94	4	-6	2	3	1
55	COc1ccc(Cl)cc1NC(=O)CN(C)C(=O)c1cc2ccccc2cc1O	-3	0.5	-1.2	3	102	3	5	-1	6	7
56	COc1ccc(C(=O)OCC2CC(c3ccccc3)N(C)O2)cc1 (configuration not stated)	5	-0.1	2.7	-11	102	-6	-1	2	-4	13
